phage Ecoli inh = E. coli growth loss with phage present. growth absorbance. inhibition, % at 11.9 µM. 360,000 compounds, 0.26% hits; in the data active = inhibition above about 11%
* marks the source's active call; other numbers are inactive results. Only part of the results is shown, so the mix of outcomes need not match the whole.

SMILES	phage Ecoli inh
O=C(Nc1ccc2c(c1)OCCO2)C(C1CC1)n1c(=O)c(-c2ccco2)nc2ccccc21 (centres undefined)	1.4
CCCCC[C@H](C)N1C[C@@H](COCc2ccccc2)Oc2cc(N3CCC[C@@H]3CO)ccc2S1(=O)=O	4.3
Cc1ccccc1NC(=O)Nc1nc(C(N)c2ccccc2)cs1 (centres undefined)	-2.2
Nc1ccccc1C(=O)NN=Cc1cccc([N+](=O)[O-])c1	0.9
Cc1c(C)c2c(OCC(=O)NCC3CCC(C(=O)O)CC3)cc3c(c2oc1=O)CCC(C)(C)O3 (centres undefined)	3.2
CCOc1ccc(CCN2C(=O)C(=O)N([C@@H](Cc3ccccc3)CN3CCC[C@H]3CN3C(=O)C(=O)NC[C@@H]3Cc3ccccc3)C[C@@H]2Cc2ccc(O)cc2)cc1	1.8
CC(C)=CC(=O)NCC1CCN(C(=O)C(=O)c2cc3ccccc3o2)CC1	4.1
O=C(Nc1nnc([C@H]2C[C@H](O)[C@@H](CO)O2)s1)Nc1ccccc1Oc1ccccc1	1.2
COC(=O)CCN(Cc1cccc(OC)c1OC)S(=O)(=O)c1ccccc1Br	0.4
COc1ccc(C(N)c2csc(Nc3ccc(C(=O)c4ccccc4)cc3)n2)cc1 (centres undefined)	-2.2
O=C(NC1CCCCC1)C(c1cccc2ccccc12)n1c(=O)c(-c2cc3ccccc3[nH]2)nc2ccccc21 (centres undefined)	1.9
CCOC(=O)C1=CCN(S(=O)(=O)c2cccc(Cl)c2)C1c1ccc(F)cc1 (centres undefined)	3.2
Cc1noc(C)c1C(=O)N1CCC1(C)C(=O)NS(=O)(=O)c1ccc(F)cc1F (centres undefined)	2.1
Cc1ccc(C(=O)C2C(=O)C3CCC2C3)cc1 (centres undefined)	-0.7
CC1CCCN(c2cccc3c2S(=O)(=O)N([C@H](C)c2ccccc2)C[C@@H](COCc2ccccc2)O3)C1 (some centres undefined)	3.8
COc1ccc(S(=O)(=O)NC(=O)C2(C)CCN2C(=O)Cc2ccccc2)cc1OC (centres undefined)	2.4
CN(C)c1ccc(CC(=O)N2CCCC(c3cc(C(=O)Nc4ccccc4)no3)C2)cc1 (centres undefined)	0.2
COc1ccc(C(O)c2nc(-c3cc(F)cc(F)c3)cs2)cc1 (centres undefined)	0.1
O=C(NC(c1ccc(-c2ccccc2)cc1)c1cnccn1)C1CCN(CCOc2ccc(Cl)cc2Cl)CC1 (centres undefined)	1.2
COc1ccc(-n2nnnc2C(CCc2ccccc2)N2CCN(C/C=C/c3ccccc3)CC2)cc1 (centres undefined)	3.0
Cc1cc(Br)cn2c(Cc3ccccc3)c(-c3ccccc3)nc12	-1.8
Cc1cc(C)cc(CC(=O)N2CCC2(C)C(=O)NS(=O)(=O)c2ccc(C#N)cc2)c1 (centres undefined)	4.2
O=C(Cc1ccccc1)N1O[C@H]2C=C[C@@H]1C2	2.6
CC1(C(=O)Nc2cnc3ccccc3c2)CCN1C(=O)C/C=C/c1ccccc1 (centres undefined)	2.6
C=CCN=C1NC(c2cccc(Cl)c2)C(C(=O)OC)=C(C)N1C (centres undefined)	1.9
Cc1ccc(-c2nc3ccccc3n2C(C)C(=O)NC(C)(C)C)cc1 (centres undefined)	2.2
COCCNc1nc(NCCOc2ccccc2Cl)c2sccc2n1	1.0
CCOC1=C2CN(S(=O)(=O)c3ccc(C)cc3)[C@H](c3cccc4ccccc34)C[C@H]2[C@H]2C(=O)N(c3ccccc3)C(=O)[C@H]2C1	1.4
CN(C)c1ncnc2c1ncn2[C@H]1CN(Cc2ccc3c(c2)OCO3)C[C@@H](CO)O1	0.5
CCOc1ccc(CCN2C(=S)N([C@@H](Cc3ccc(O)cc3)CN3CCC[C@@H]3CN3C(=S)NC[C@@H]3Cc3ccccc3)C[C@@H]2CC(C)C)cc1	5.1
COc1ccc(-c2ccc(C(=O)NCc3ccco3)c3occc23)c(C)c1	2.3
CN(C)C(=O)c1cccc(-c2cc(NC=O)c3ncc(-c4ccc(F)cc4)n3c2)c1	4.1
CN(CCc1ccccc1)C(C(=O)c1ccc2c(c1)OCO2)c1nnnn1-c1ccccc1NC(=O)OC(C)(C)C (centres undefined)	0.7
COc1ccc(CN2CCC2(C)C(=O)Nc2ccc(OC)c(OC)c2)cc1 (centres undefined)	3.4
Cc1ccccc1-c1cc2c(c3c1ccn3C)C1CCC2C1 (centres undefined)	4.1
CCNC(=O)C1CCCN(C(=O)c2ccc(OC)cc2)CC1 (centres undefined)	2.3
CN(C)CCCNc1nc2cc(-c3ccccc3)sc2c(=O)n1C	1.2
C[C@@H]1CN(C(=O)OC(C)(C)C)CCN1c1ccc(N2CC[C@H](O)C2)c(C#N)c1	-2.1
CCc1nc2ccc(C(=O)NCCCn3ccnc3)cn2c1N(C)C(=O)C1CCCCC1	2.1
O=C(CCc1c[nH]c2ccccc12)Nc1ccc(Nc2ccncc2)cc1	3.3

Two entries drawn at random from the list so far, as already listed:
SMILES	phage Ecoli inh
O=C(Cc1ccccc1)N1O[C@H]2C=C[C@@H]1C2	2.6
COCCNc1nc(NCCOc2ccccc2Cl)c2sccc2n1	1.0

Following part.
SMILES	phage Ecoli inh
CC1(C(=O)NCc2ccccc2)CSCC(=O)N1Cc1ccco1 (centres undefined)	2.1
CC(=O)NC(c1ccc(F)c(F)c1)c1nc(-c2cnn(C)c2)cs1 (centres undefined)	2.2
COc1ccc(-c2csc(C(O)c3cccc(Cl)c3)n2)cn1 (centres undefined)	2.6
CCCc1nc2cc(C)c(Br)c(C)n2c1Cc1ccccc1OC	4.2
O=Cc1cscc1[B-](F)(F)F	3.9
CN1C(c2ccccc2)CC(C)(O)CC1c1ccccc1 (centres undefined)	3.2
CC(C)CNc1cccc2c1S(=O)(=O)N[C@@H](Cc1ccccc1)CO2	3.7
CCOC(=O)[C@]12CCCC=C1N(Cc1ccc3c(c1)OCO3)C(=O)[C@H](CC(=O)NCc1cccs1)C2	-3.1
O=C(NCc1ccc(F)cc1)Nc1nnc([C@@H]2C[C@H](O)[C@@H](CO)O2)s1	2.8
CN(C(=O)C1Cc2c(-c3ccccc3Oc3ccccc3)ccnc2O1)c1ccccc1 (centres undefined)	1.0
CC1(C)OC(=O)C2=C(C[C@@H](CCc3ccccc3)O[C@H]2C2CCCC2)O1	3.0
COCCNC(=O)C1(C)CCCN(CCS(=O)(=O)c2ccc(C)cc2)C1 (centres undefined)	2.4
NC(=O)NN=C1CCC(O)CC1CC(=O)O (centres undefined)	4.3
Cc1cccnc1CNC(=O)C1(C)CCCN1CC(C)C (centres undefined)	2.1
COC(=O)[C@@]12C[C@@H](CC(=O)NCC34CC5CC(CC(C5)C3)C4)C(=O)N(Cc3ccco3)C1=CCC(C)(C)C2	2.5
O=C(Nc1ccccc1)C1Cc2c(-c3cccc(F)c3)ccnc2O1 (centres undefined)	2.0
CN1OC[C@@H]2CN(C(=O)C(C)(C)C)[C@H](c3ccc(-c4cccnc4)cc3)C[C@@H]21	-0.3
COC(=O)c1ccc2nc(-c3ccco3)c(Cc3ccccc3)n2c1	1.8
CC(C)Oc1cc(F)ccc1-c1cc(C(=O)Nc2ccccc2)[nH]n1	0.4
CN(C(=O)CCc1cn(C)c2ccccc12)c1ccc(Oc2cccnc2)cc1	2.0
CC(C)NC(=O)c1cc(C2CCCCN2C(=O)c2ccc(C(C)C)cc2)on1 (centres undefined)	-0.5
CC(=O)Nc1c(C#N)c(-c2ccccc2)c(C#N)c(=O)n1-c1ccc(C)cc1	-0.9
O=c1cccc(-c2cccc3ccccc23)o1	2.0
CCOC(=O)N[C@H](C(=O)N1CCC[C@H]1C(=O)NCCc1ccccc1Cl)C1CCCCC1	1.2
COC(=O)c1cc2c(c3c4cc(C#N)ccc4n(S(=O)(=O)c4ccc(C)cc4)c13)C(=O)N(C)C2	1.3
CC1(C(=O)NCc2ccc3c(c2)OCO3)CCN1Cc1csc2ccccc12 (centres undefined)	3.3
CC(=O)Nc1cccc(-c2ccnc3c2CC(C)(C(=O)Nc2cccc(C(C)=O)c2)O3)c1 (centres undefined)	2.2
Cc1cc(Cl)ccc1-c1nc(NC(C)C)nc2ccsc12	3.4
COc1ccc(OCCNC(=O)C2(C)CCN2Cc2ccc3ccccc3c2)cc1 (centres undefined)	-0.2
Cc1cccc(C)c1NC(=O)C(c1ccncc1)N1CCN(CCN(C)C)CC1 (centres undefined)	0.5
Cc1nc2ccccc2n1C(c1cccnc1)c1nc2ccccc2[nH]1 (centres undefined)	1.2
O=C(NCc1ccccc1)c1cnc(Cc2c[nH]c3ccccc23)c(I)c1	1.4
CN(c1cccc(F)c1)c1cc2c(c3c1ccn3C)C1CCC2C1 (centres undefined)	2.9
COc1ccc(Cn2cc(Cn3c4ccccc4c(=O)n3C(C)C)nn2)cc1	1.7
CC(C)C[C@H]1CNC(=S)N1C[C@H]1CCCN1C[C@H](CC(C)C)N1C[C@H](Cc2ccc(O)cc2)N(CC2CCCCCC2)C1=S	3.5
Cc1ccc(S(=O)(=O)NCC2CCN(C(=O)C(=O)c3cc4ccccc4o3)CC2)cc1	3.0
CN(Cc1ccccc1)c1cc2c(c3c1ccn3C)C1CCC2C1 (centres undefined)	2.7
CCc1nc2ccc(C(=O)NCc3cccs3)cn2c1N(C)Cc1nccs1	1.9
COCCNC(=O)C1(C)CCCN(C(=O)c2ccc(OC)c(OC)c2)C1 (centres undefined)	2.1
COc1cc(CN2C[C@@H](CO)O[C@@H](n3cnc4c(NC5CC5)ncnc43)C2)cc(OC)c1OC	-2.5
COC(=O)C1=C(C)N(Cc2ccc(C(F)(F)F)cc2)C(=NCC2CC2)NC1c1ccccc1C(F)(F)F (centres undefined)	4.2
C[C@@H]1CN([C@H](C)CO)C(=O)CCCn2cc(nn2)CO[C@H]1CN(C)C(=O)Oc1ccccc1	3.4
COc1ccc(NC(=O)C2(C)CCN2C2Cc3ccccc3C2)cc1OC (centres undefined)	1.6
CN(C)CCN1CCN(C2CN(Cc3cn(Cc4ccccc4)nn3)S(=O)(=O)C2)CC1 (centres undefined)	5.3
CCOc1ccc(CCN2C(=O)C(=O)N([C@@H](Cc3ccccc3)CN3CCC[C@H]3CN3C(=O)C(=O)NC[C@@H]3CC(C)C)C[C@@H]2Cc2ccc(O)cc2)cc1	0.9
CC1(C(=O)Nc2ccc(Cl)c(Cl)c2)CCN1Cc1ccccc1OC(F)F (centres undefined)	-2.6
Nc1[nH]c(C(=O)c2ccccc2)c(-c2ccc3ccccc3c2)c1C(=O)NCc1ccc(-c2ccccc2)cc1	0.5
C#CCN1C(=O)[C@]2(OCCC=C[C@H]2C)c2ccccc21	1.9
CC1(C)OC(=O)C2=C(C[C@@H](C3CCCC3)O[C@@H]2c2ccc(Cl)cc2)O1	0.7
CCc1nc2ccc(C(=O)Nc3cccc(NS(C)(=O)=O)c3)cn2c1N(C)C(=O)Cc1ccccc1	1.1
COc1ccc(C(C)(O)c2nc(-c3ccncc3)cs2)cc1 (centres undefined)	2.1
CCCCC1Cc2[nH]c(=S)[nH]c(=O)c2C(C(C)C)O1 (centres undefined)	-0.7
CCc1nc2ccc(C(=O)NCc3ccc(OC)cc3)cn2c1N(CC)Cc1cccc(Br)c1	2.5
CC1(C(=O)NS(=O)(=O)c2ccccc2)CCN1C(=O)Cc1cccs1 (centres undefined)	2.8
CC(C)NC(=O)C1(C)CCN1C(=O)C(c1ccccc1)c1ccccc1 (centres undefined)	3.2
COc1ccccc1Cn1c(C)c(C(=O)NCc2ccco2)sc1=O	5.1
COC(=O)N1CCC2CC1c1c(Cl)cccc12 (centres undefined)	3.0
CC(C)C[C@H]1CN([C@@H](CC(C)C)CN2CCCC2CN2C(=S)NC[C@@H]2Cc2ccccc2)C(=S)N1CCc1ccccc1 (some centres undefined)	4.8
CC(=O)NC(c1ccc(F)c(F)c1)c1nc(-c2ccc(C)c(C)c2)cs1 (centres undefined)	0.5
c1cn2c(-c3ccc(N4CCOCC4)cc3)cncc2n1	2.6

The results go on:
SMILES	phage Ecoli inh
COC[C@H]1CCCN1[C@@H]1CS(=O)(=O)N[C@H]1COCc1ccccc1	1.6
Cc1ccc(CN2CCC(C)(Oc3ccc(Cl)cc3)C2)cc1 (centres undefined)	0.5
O=C(C[C@@H]1C=C[C@H](NC(=O)Cc2ccccn2)[C@@H](CO)O1)NCCc1ccccc1	0.5
CCCCC[C@@H]1CCCCC[C@@H](O)C[C@@H](O)[C@H](O)/C=C/C(=O)O1	1.7
COc1ccc(-c2csc(C(NC(C)=O)c3cccc(F)c3)n2)cn1 (centres undefined)	2.5
COc1cccc(Nc2nc(C(N)CO)cs2)n1 (centres undefined)	-1.4
Cc1[nH]nc2c1C(c1ccc(F)cc1)N(Cc1ccccc1)C2=O (centres undefined)	0.3

Among those listed so far, these contain a Cl atom:
SMILES	phage Ecoli inh
CCOC(=O)C1=CCN(S(=O)(=O)c2cccc(Cl)c2)C1c1ccc(F)cc1 (centres undefined)	3.2
O=C(NC(c1ccc(-c2ccccc2)cc1)c1cnccn1)C1CCN(CCOc2ccc(Cl)cc2Cl)CC1 (centres undefined)	1.2
C=CCN=C1NC(c2cccc(Cl)c2)C(C(=O)OC)=C(C)N1C (centres undefined)	1.9
COCCNc1nc(NCCOc2ccccc2Cl)c2sccc2n1	1.0
COc1ccc(-c2csc(C(O)c3cccc(Cl)c3)n2)cn1 (centres undefined)	2.6
CCOC(=O)N[C@H](C(=O)N1CCC[C@H]1C(=O)NCCc1ccccc1Cl)C1CCCCC1	1.2
Cc1cc(Cl)ccc1-c1nc(NC(C)C)nc2ccsc12	3.4
CC1(C(=O)Nc2ccc(Cl)c(Cl)c2)CCN1Cc1ccccc1OC(F)F (centres undefined)	-2.6
CC1(C)OC(=O)C2=C(C[C@@H](C3CCCC3)O[C@@H]2c2ccc(Cl)cc2)O1	0.7
COC(=O)N1CCC2CC1c1c(Cl)cccc12 (centres undefined)	3.0
Cc1ccc(CN2CCC(C)(Oc3ccc(Cl)cc3)C2)cc1 (centres undefined)	0.5

Screens deposited in PubChem BioAssay by The Scripps Research Institute Molecular Screening Center.
